Source: PubChem BioAssay (Sanford-Burnham Center for Chemical Genomics)
hIAP act – human IAP activation; purified human IAP, CDP-Star luminescence, 30 min; active compounds read high; 1 = vehicle-only enzyme, 0 = enzyme-free background; 330,000 compounds, 0.16% hits; P09923; activation factor at 10 µM;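 active = activation factor of the enzyme at least 2-fold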; also: the source names both 10 and 20 µM as test concentration; values of inactives mirror those of a sister screen read the other way
Target sequence (P09923 whole entry, looked up): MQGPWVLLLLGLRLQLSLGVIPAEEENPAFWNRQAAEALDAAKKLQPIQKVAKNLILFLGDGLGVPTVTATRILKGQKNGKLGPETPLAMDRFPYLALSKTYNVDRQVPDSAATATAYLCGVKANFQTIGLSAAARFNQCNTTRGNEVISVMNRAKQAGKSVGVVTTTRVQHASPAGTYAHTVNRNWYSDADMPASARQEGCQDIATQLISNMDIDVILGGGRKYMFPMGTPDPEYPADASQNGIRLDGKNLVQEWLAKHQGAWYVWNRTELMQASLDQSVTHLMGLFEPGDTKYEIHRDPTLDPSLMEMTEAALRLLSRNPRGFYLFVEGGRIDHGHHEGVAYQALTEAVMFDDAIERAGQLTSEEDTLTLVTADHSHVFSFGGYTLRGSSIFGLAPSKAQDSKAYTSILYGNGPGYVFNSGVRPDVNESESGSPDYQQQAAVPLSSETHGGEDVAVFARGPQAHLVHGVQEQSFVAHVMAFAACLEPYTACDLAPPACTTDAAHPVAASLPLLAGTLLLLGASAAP
APOBEC3A inh – blocks human APOBEC3A ssDNA deamination | P31941 | recombinant A3A, FAM/TAMRA ssDNA deamination fluorescence | inhibition, % at 20 µM | 330,000 compounds, 0.41% hits | AID 493011;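 active = at least 40% inhibition at 20 µM here, with at most 30% in a related deaminase screen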;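 also: plate controls were A3A with DMSO for no effect and wells lacking A3A enzyme for full effect; some results filed as inactive read as strong as hits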
Target sequence (P31941 whole entry, looked up): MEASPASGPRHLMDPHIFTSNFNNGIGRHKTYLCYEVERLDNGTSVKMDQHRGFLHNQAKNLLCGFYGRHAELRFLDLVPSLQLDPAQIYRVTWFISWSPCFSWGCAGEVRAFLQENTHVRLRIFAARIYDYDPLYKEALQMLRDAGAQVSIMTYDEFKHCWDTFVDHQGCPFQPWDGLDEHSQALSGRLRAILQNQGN
hIAP inh – blocks human intestinal alkaline phosphatase | P09923 | purified IAP, CDP-Star luminescence, 30 min | inhibition, % at 10 µM | 330,000 compounds, 0.12% hits | AID 2544;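 active = inhibition reaching a set limit with compound at 10 µM in the primary screen, cut at about 35% in these data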;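 also: plate controls were DMSO wells with enzyme for no effect and no-enzyme buffer wells for full effect; values of inactives mirror those of a sister screen read the other way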
MIN6 prolif – induces beta-cell replication in MIN6 cells | MIN6 cells proliferation, ATPlite luminescence, 48 h; cells starved in 0.2% serum; 100% = growth in 10% serum | proliferation, % at 10 µM | 330,000 compounds, 0.29% hits;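 active = compounds whose signal lies at least 3.5 SD above the mean of all wells on their plate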;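 also: 0% = DMSO-treated cells in low-serum medium and 100% = 10% serum control; some compounds called inactive have numbers as strong as hits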
NR3A LBD binder – modulates the human NR3A ligand-binding domain. NR3A LBD differential scanning fluorimetry, Tm shift; 0% = protein alone, 100% = glycine-bound protein. Tm shift relative to glycine control, % at 25 µM. 340,000 compounds, 2.5% hits. AID 1259313;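 active = melting temperature shift of at least 10% of the positive control shift, at one fixed dose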
mIAP block – blocks mouse intestinal alkaline phosphatase; purified mouse IAP, CDP-Star luminescence, 30 min; inhibition, % at 10 µM; 330,000 compounds, 0.2% hits;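 active = inhibition of at least 40% at 10 µM in the primary screen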;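 also: plate controls were DMSO with enzyme for no effect and no enzyme wells for full effect; values of inactives mirror those of a sister screen read the other way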
A3G deaminase – blocks human APOBEC3G single-stranded DNA deamination; Q9HC16; recombinant A3G, ssDNA deamination FAM/TAMRA fluorescence; inhibition, % at 20 µM; 330,000 compounds, 0.28% hits; AID 493012;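 active = inhibition of at least 40% at 20 µM, with no more than 30% in the related APOBEC3A deaminase screen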;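 also: plate controls were DMSO wells with A3G for no effect and wells lacking A3G enzyme for full effect; some compounds called inactive have numbers as strong as hits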
Target sequence (Q9HC16 whole entry, looked up): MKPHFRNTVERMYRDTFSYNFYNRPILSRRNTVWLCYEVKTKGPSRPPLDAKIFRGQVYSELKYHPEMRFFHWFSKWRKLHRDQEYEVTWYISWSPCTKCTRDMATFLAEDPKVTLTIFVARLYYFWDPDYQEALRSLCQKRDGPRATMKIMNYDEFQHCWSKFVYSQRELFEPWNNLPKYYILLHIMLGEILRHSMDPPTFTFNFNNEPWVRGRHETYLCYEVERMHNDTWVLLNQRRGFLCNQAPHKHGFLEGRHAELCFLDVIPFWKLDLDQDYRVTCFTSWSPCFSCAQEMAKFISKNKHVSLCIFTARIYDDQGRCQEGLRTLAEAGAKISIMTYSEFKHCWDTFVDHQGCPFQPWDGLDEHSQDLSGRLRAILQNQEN
mIAP act – mouse IAP activation; muIAP, CDP-Star luminescence, 30 min; active compounds read high; 1 = vehicle-only enzyme signal, 0 = enzyme-free wells; AID 2805; 330,000 compounds, 0.24% hits; activation factor at 10 µM;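 active = activation factor of at least 2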; also: the source names both 10 and 20 µM as test concentration; values of inactives mirror those of a sister screen read the other way
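Assay system: mouse IAP enzyme / Compound: DMSO-dissolved test compounds / Timing: 30 min, room temperature / Measured by: luminescence from enzymatic CDP-Star hydrolysis / Control set: DMSO-only wells, enzyme-free buffer wells as negative control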
MPTP inh – inhibitors of mitochondrial permeability transition pore; isolated mouse mitochondria, Ca2+ swelling absorbance, 30 min; inhibition, % at 10 µM; 360,000 compounds, 1.4% hits;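 active = inhibition of 50% or more, scaled per plate between neutral and stimulator controls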;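 also: 0% = DMSO wells given calcium and 100% = 1 mM EGTA wells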
Starred values were filed as active, the others as inactive; / = no result given. An unsorted share of the library; any-hit rate near 5%.

SMILES	hIAP act	APOBEC3A inh	hIAP inh	MIN6 prolif	NR3A LBD binder	mIAP block	A3G deaminase	mIAP act	MPTP inh
O=C(Nc1ccccc1C(F)(F)F)c1cc2ccccc2o1	1.2	-5	-19	-4	0	7	-6	0.93	-0.1
O=C(CN1C(=O)c2cccnc2Oc2ccc(Cl)cc21)NC1CCCCC1	1.2	2	-22	-5	0	-5	5	1	-1.2
COc1ccc(NC(c2ccccc2)c2ccncc2)cc1 (stereo unspecified)	1	-2	-2	-3	1	-6	4	1.1	-0.9
CN(C)c1cccc(C(=O)OCC(=O)Nc2ccccc2Cl)c1	1.1	-1	-10	-2	-2	4	-3	0.96	-1.2
Cc1ccc2c(C(=O)CN3CCCC(C)C3)c(C)[nH]c2c1 (stereo unspecified)	0.99	2	1	0	-4	-2	-3	1	0.4
CSc1nc2cc(C)nn2c(-c2ccccc2Cl)c1C#N	0.78	1	22	3	0	-3	-2	1	3.7
CCc1ccc(NCCC(=O)c2ccc(Br)cc2)cc1	1.1	-1	-5	-5	-2	-2	1	1	0.2
Cc1ccccc1C(=O)NNC(=S)Nc1cccc(C(F)(F)F)c1	1.8	-6	-78	-5	-8	2	-8	0.98	24
Cc1sc2nc(CN(C(=O)c3cccs3)C3CCCC3)[nH]c(=O)c2c1C	0.94	4	6	2	2	5	1	0.95	-1.6
Cc1nnc(SCC(=O)NCC(=O)Nc2ccc(F)c(F)c2F)n1N	1.1	3	-14	0	1	6	-5	0.94	0.5
CCc1ccc(NC(=O)CCNC(=O)Cn2cnc3ccccc3c2=O)cc1	1	-2	0	6	-2	5	-9	0.95	0.2
CN(C)/C=N/c1ncc(C(=O)c2ccccc2)s1	1	2	-1	-2	1	8	1	0.92	2.8
Cn1cc(C(=O)C(=O)N2CCCC2)c2ccccc21	1.6	-3	-58	0	3	-2	-2	1	-0.2
O=C1C=C(c2cccc3c2oc2ccccc23)CCC1	0.88	2	12	8	3	10	-6	0.9	-0.5
Cc1[nH]c2ccccc2c1SCc1nnc(SCc2ccc(Cl)cc2)n1C	0.99	-2	1	-4	-17	-18	-6	1.2	14
O=C(Nc1ccc2c(c1)OCO2)c1ccc([N+](=O)[O-])cc1[N+](=O)[O-]	1	1	0	-2	-2	2	0	0.98	-0.4
COc1ccc(/C=C/C(=O)NCC(=O)N2CCC(N(C)CCN3CCOCC3)CC2)cc1OC	1	-4	-1	-4	1	3	-5	0.97	1.1
CCOC(=O)N1CCC(NC(=O)c2cc(S(=O)(=O)N3CCCCC3)ccc2F)CC1	1.1	-4	-12	-2	2	-3	-4	1	-4.3
O=C(NCC1CCCO1)c1ccc(Br)s1 (stereo unspecified)	0.6	-1	40*	-3	3	2	-10	0.98	0.2
COc1ccc(NC(=O)N(C)C[C@@H]2Oc3c(NC(=O)Nc4c(C)noc4C)cccc3C(=O)N([C@@H](C)CO)C[C@@H]2C)cc1	1.1	-1	-12	-3	-1	-3	-2	1	-0.8
CCOC(=O)NS(=O)(=O)c1ccc(CCNC(=O)c2cc(C)on2)cc1	0.9	1	10	0	-1	-5	-5	1.1	-1.6
CC(=O)N/C(N)=N/c1nc2cc([N+](=O)[O-])ccc2o1	0.94	2	6	-1	1	15	-8	0.85	4.2
COc1cc2c(cc1OC)C(C)N(C(=O)c1cc3ccccc3o1)CC2 (stereo unspecified)	0.69	11	31	0	0	8	-7	0.92	-0.7
Cc1ccc2nc(NC(=O)CCn3c(=O)sc4ccccc43)sc2c1	0.8	-3	20	-1	1	2	-2	0.98	-1.1
CC1(C)CC(=O)C2=C(C1)N(c1ccc(F)cc1)C(=O)CC2c1cccnc1 (stereo unspecified)	0.81	-1	20	-2	-2	13	-5	0.87	-1.5

Only mIAP block, MIN6 prolif and APOBEC3A inh, for 2 of the compounds above:
SMILES | mIAP block | MIN6 prolif | APOBEC3A inh
Cn1cc(C(=O)C(=O)N2CCCC2)c2ccccc21 | -2 | 0 | -3
O=C1C=C(c2cccc3c2oc2ccccc23)CCC1 | 10 | 8 | 2

Remaining list, next part:
SMILES	hIAP act	APOBEC3A inh	hIAP inh	MIN6 prolif	NR3A LBD binder	mIAP block	A3G deaminase	mIAP act	MPTP inh
Cc1cccc(NC(=O)CN(C)CC(=O)NC(c2ccccc2)c2ccccc2)c1C	1	0	-2	-2	0	-29	-8	1.3	-2.8
COc1ccccc1/C=C/C(=O)OCc1nc2ccccc2c(=O)[nH]1	1.1	1	-14	-2	-1	-9	-8	1.1	0.0
COc1ccc(S(=O)(=O)N2CCC(C(N)=O)(N3CCCCC3)CC2)cc1OC	0.95	-5	5	-1	0	1	-7	0.99	-0.7
COc1ccc(NC(=S)N2CCC(N(C)CCN3CCOCC3)CC2)cc1	1.1	3	-8	1	1	-6	-7	1.1	-1.1
Cn1c(=O)[nH]c(=O)c2c1nc(Br)n2CCCO	1.2	-7	-16	-2	-3	8	-4	0.93	-1.0
C=C(C)c1cccc(C(C)(C)NC(=O)N2CCN(c3ccccc3OC)CC2)c1	0.96	2	4	-3	-1	2	1	0.98	-1.6
Cc1sc2c(c1C)C(=O)NC(c1ccccc1F)N2 (stereo unspecified)	0.91	3	10	-3	-2	15	4	0.85	4.4
CCc1ccc(C(=O)NNc2cc(Cl)cc(Cl)c2)cc1	0.72	-2	28	-3	-4	0	-5	1	20
O=C1NC(c2ccc(Cl)cc2)Nc2ccccc21 (stereo unspecified)	0.98	0	2	-1	1	2	-8	0.98	-1.5
CS(=O)(=O)N1CCC(C(=O)Nc2cccc([N+](=O)[O-])c2)CC1	1	2	-2	-1	5	5	-3	0.95	-0.8
Cc1cc(NC(=O)c2ccc3c(c2)OCCO3)no1	0.89	1	11	-4	-1	4	0	0.96	-1.1
CCn1c(N2CCN(C(=O)NC3CCCCC3)CC2)nc2ccccc21	1	-4	-4	0	0	-6	-7	1.1	0.0
COC(=O)c1ccc[n+](CCc2c[nH]c3ccccc23)c1	1	-3	0	-1	-2	9	-9	0.91	-0.3
Cc1cccc(NC(=O)CNC(=O)CSc2nnc(C(F)(F)F)n2C)c1C	0.93	-3	7	0	0	-18	-9	1.2	-1.2
O=C(NCCN1CCc2ccccc2C1)Nc1ccc([N+](=O)[O-])cc1	0.96	3	4	1	-1	1	-3	0.99	94*
CCC(C)NC(=S)NNC(=O)c1ccncc1 (stereo unspecified)	1.1	-2	-13	-4	0	0	-1	0.99	-0.2
CCCCn1c(N)c(N(CC)C(=O)c2cnc(C)cn2)c(=O)[nH]c1=O	0.94	1	6	0	-1	-2	-7	1	-1.0
c1ccc(CNCC2COc3ccccc3O2)cc1 (stereo unspecified)	0.87	1	13	0	1	-1	-1	1	-0.4
c1ccc2c(CN3CCSCC3)cccc2c1	0.9	-6	10	-1	-1	10	-6	0.9	-0.9
COC(=O)N1C/C=C\C(c2ccc(OC)cc2)N(Cc2ccc(F)cc2)C(=O)C1 (stereo unspecified)	1.1	0	-14	-3	-1	-7	-8	1.1	-0.2
CCn1c(=O)c(C(=O)NCc2ccc(OC)cc2)c(O)c2ccccc21	0.92	1	8	3	0	11	-1	0.89	6.5
COc1ccc(NC(=O)CSc2c3c(nc4cc(Cl)ccc24)CCCC3)cc1OC	1	0	0	0	14*	5	-2	0.95	-1.0
FC(F)(F)c1ccc(N/N=C/c2cccnc2)nc1	1.1	1	-6	1	-1	4	-3	0.96	2.7
CCOC(=O)c1sc(N)c(C#N)c1CSc1nnc(C2CCCCC2)n1N	1.1	-1	-7	-1	-1	12	1	0.88	0.3
COc1ccc(CC(=O)NC(C)c2nnc(SCCC(=O)Nc3ccccc3)n2C)cc1 (stereo unspecified)	1.1	-6	-14	-3	-9	-9	-7	1.1	-0.1

Full records, quoted from the list. Screens in order: hIAP act, APOBEC3A inh, hIAP inh, MIN6 prolif, NR3A LBD binder, mIAP block, A3G deaminase, mIAP act, MPTP inh
`CCc1ccc(NCCC(=O)c2ccc(Br)cc2)cc1` across the screens: 1.1, -1, -5, -5, -2, -2, 1, 1, 0.2
`O=C(Nc1ccc2c(c1)OCO2)c1ccc([N+](=O)[O-])cc1[N+](=O)[O-]` across the screens: 1, 1, 0, -2, -2, 2, 0, 0.98, -0.4

Continuation.
SMILES	hIAP act	APOBEC3A inh	hIAP inh	MIN6 prolif	NR3A LBD binder	mIAP block	A3G deaminase	mIAP act	MPTP inh
CC(=O)Nc1c(O)nc(SCC(=O)Nc2cccc(C)c2)[nH]c1=O	1.1	-2	-13	-3	1	4	-2	0.96	-0.2
Cc1ccc(C)c(NC(=O)CSc2nnc(CSc3nc(C)cc(C)n3)n2Cc2ccco2)c1	0.99	-3	1	2	-3	-7	-1	1.1	1.0
Cc1cccc(NC(=O)NNC(=O)c2c(Cl)c(C)nn2C)c1	0.92	-5	8	0	-5	7	-6	0.93	1.7
COc1ccccc1CNC(=O)c1ccc(CS(=O)(=O)c2ccc(C)cc2)o1	1.2	12	-18	5	1	-7	-1	1.1	-0.1
O=C(CSc1ncccn1)NC(=O)Nc1ccc2c(c1)OCCO2	0.94	2	6	-2	2	-7	-4	1.1	-1.0
O=C(O)CN1CCN(Cc2ccc(F)cc2Cl)C1=O	1	0	-2	-2	0	4	-7	0.96	-0.3
COc1ccc(OC)c(-c2csc(NC(=O)c3ccccc3F)n2)c1	1.1	-2	-14	0	-2	0	-6	1	1.5
CN1CCN(c2ccc(Cl)cc2NC(=O)/C=C/c2ccc(F)cc2)CC1	0.97	-3	3	-7	1	1	-8	0.99	2.4
CC(=O)C(Sc1nn(C)c(=S)s1)C(=O)Nc1ccccc1 (stereo unspecified)	0.94	2	6	-1	1	-4	57*	1	38
CC(=O)c1ccc(NC(=O)C(C)OC(=O)COc2ccc(C#N)cc2)cc1 (stereo unspecified)	1.1	-1	-7	-2	0	-11	-8	1.1	-0.3
CN(C)c1nc(Nc2ccccc2)nc(N(C)C)n1	1.1	4	-6	-2	0	-3	-1	1	0.1
OC1CCCN(Cc2nc(Cc3ccccc3Cl)no2)C1 (stereo unspecified)	0.79	0	21	1	1	5	-3	0.95	0.0
CC(=O)Nc1coc2ccc(Br)cc12	0.94	-4	6	1	-1	1	-6	0.99	-1.1
COC(=O)c1c(NC(NC(=O)c2ccccc2)(C(F)(F)F)C(F)(F)F)sc2c1CCN(C)C2	0.93	-1	7	0	0	9	-6	0.91	0.5
COc1ccccc1-c1noc(CCC(=O)Nc2cccc(C)c2)n1	0.89	17	11	-2	14*	-6	-6	1.1	-2.0
O=C(CSc1cn(Cc2ccccc2)c2ccccc12)N1CCOCC1	0.9	-4	10	0	0	6	-8	0.94	-0.3
O=C(N=C1SC2CS(=O)(=O)CC2N1Cc1ccccc1)C1CCCO1 (stereo unspecified)	0.72	-7	28	6	-3	6	-9	0.94	0.5
CCc1cccc(CC)c1NC(=S)NCC(c1cccnc1)N1CCOCC1 (stereo unspecified)	1.1	-6	-7	0	0	0	-7	1	0.1
O=C(COC(=O)C1CC(=O)N(c2ccc3c(c2)OCCO3)C1)NC1CCCc2ccccc21 (stereo unspecified)	1	1	-1	-1	-1	-8	-1	1.1	-3.6
CCc1ccc(NC(=O)C2CCN(c3c(N4CCCC4)c(=O)c3=O)CC2)cc1	0.97	-1	3	-4	2	8	-1	0.92	-1.1
O=C(OCc1nnc(-c2ccccc2)o1)c1ccc([N+](=O)[O-])o1	1.1	-1	-5	0	/	-2	-7	1	-0.5
Cc1cc(NC(=O)c2ccco2)ncc1NC(=O)CCc1ccccc1	0.92	-3	8	0	-1	-6	0	1.1	-4.3
COc1ccccc1S(=O)(=O)Nc1cc(S(=O)(=O)N2CCCCC2)ccc1N1CCOCC1	0.92	2	8	4	0	9	-2	0.91	0.0
